aSyn UTR inh = MLPCN primary screen, SNCA 5' untranslated region; alpha-synuclein 5'UTR reporter, inhibitor activity; inhibition, % (tested at 7.5 µM); 300,000 tested, 0.82% active; in the data active = inhibition above about 60%; inconclusive = no clear call, values can overlap the other calls;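 note: H4 neuroglioblastoma cells stably carrying SNCA 5'UTR luciferase fusion; 0% = DMSO wells and 100% = positive control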
TRPC6 inhibitor = mouse TRPC6 channel inhibitors, primary screen, cell-based, HEK293, membrane potential dye; Short transient receptor potential channel 6 (Mus musculus), Q61143; ACh-evoked depolarization; hits give low values; 310,000 tested, 1.1% active; B-score at 10 µM;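 active = B-score under library mean minus 3 SD, initial fluorescence not abnormally high, positive integrated signal ratio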;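 note: B-score derived from integrated fluorescence ratio over the kinetic read; more negative B-score means stronger inhibition of depolarization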
KLF5 inh = KLF5 expression inhibitors, primary screen, DLD-1 cells, luminescence; DLD-1 KLF5 promoter-luciferase reporter; inhibition, % at 5 µM; 290,000 tested, 0.23% active; AID 1700, 2009;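 active = inhibition above a per-plate limit of that plate's mean compound inhibition plus 3 SD, cut at about 60% in these data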;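 note: 0% = DMSO wells and 100% = LY294002 at 200 µM; higher means less KLF5 promoter-driven luciferase light; inactives centre near -14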
TRPC4 inh = inhibitors of mouse TRPC4 channel, primary screen, Fluo4 calcium, HEK293 TRPC4beta/mu-opioid cells | DAMGO-evoked Fluo4 calcium flux; hits give low values | B-score at 10 µM | AID 2247, 2010 | Short transient receptor potential channel 4 (Mus musculus), Q9QUQ5 | 300,000 tested, 0.39% active;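 active = B-score over 3 SD under the library average, no early fluorescence shift, positive overall ratio signal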
Target sequence (Q9QUQ5 whole entry, looked up): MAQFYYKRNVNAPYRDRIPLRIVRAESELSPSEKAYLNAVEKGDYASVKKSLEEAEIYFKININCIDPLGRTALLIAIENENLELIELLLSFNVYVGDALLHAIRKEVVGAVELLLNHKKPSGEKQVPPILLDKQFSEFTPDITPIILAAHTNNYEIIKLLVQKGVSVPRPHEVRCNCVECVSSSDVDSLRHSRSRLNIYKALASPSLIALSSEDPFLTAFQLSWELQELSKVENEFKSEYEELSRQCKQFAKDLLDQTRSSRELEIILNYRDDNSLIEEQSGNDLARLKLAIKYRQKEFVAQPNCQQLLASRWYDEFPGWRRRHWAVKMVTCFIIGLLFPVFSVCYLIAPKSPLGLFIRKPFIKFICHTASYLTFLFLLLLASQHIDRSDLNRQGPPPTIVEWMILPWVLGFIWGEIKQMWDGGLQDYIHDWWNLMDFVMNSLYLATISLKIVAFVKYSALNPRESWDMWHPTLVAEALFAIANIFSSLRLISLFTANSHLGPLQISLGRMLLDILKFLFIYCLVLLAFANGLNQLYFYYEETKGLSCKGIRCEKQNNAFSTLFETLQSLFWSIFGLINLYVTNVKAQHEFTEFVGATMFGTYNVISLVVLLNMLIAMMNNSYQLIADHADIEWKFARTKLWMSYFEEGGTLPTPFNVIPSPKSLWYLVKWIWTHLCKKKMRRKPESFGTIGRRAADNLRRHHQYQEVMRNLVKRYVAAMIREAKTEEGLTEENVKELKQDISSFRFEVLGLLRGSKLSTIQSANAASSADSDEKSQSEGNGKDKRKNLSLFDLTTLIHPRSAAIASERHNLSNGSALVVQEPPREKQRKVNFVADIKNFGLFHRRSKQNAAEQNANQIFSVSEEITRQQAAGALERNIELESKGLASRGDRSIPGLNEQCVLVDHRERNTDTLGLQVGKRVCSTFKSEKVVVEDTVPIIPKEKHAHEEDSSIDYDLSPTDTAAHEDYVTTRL
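Material: HEK293 cells with stable TRPC4beta plus mu-opioid receptor expression / Probe or stimulus: DAMGO in two steps, submaximal then maximal / Compound: single concentration per test compound / Technique: kinetic Fluo4 fluorescence imaging of calcium influx / Read-out: per-well B score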
TRPC6 act = mouse TRPC6 channel activators, primary screen, cell-based, HEK293, membrane potential dye. Short transient receptor potential channel 6 (Mus musculus), Q61143. 310,000 tested, 0.13% active. HEK293-TRPC6 membrane potential dye fluorescence; hits give high values. B-score at 10 µM;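 active = B-score of the integrated fluorescence ratio above library mean plus 3 SD, and starting fluorescence ratio within library mean plus 5 SD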;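 note: higher score means more depolarization so channel activation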
SKKanGAS inh = S. pyogenes SKKanGAS growth inhibitors in kanamycin, primary screen, streptokinase expression inhibitor project, SKKanGAS strain, BacTiter-Glo luminescence; 300,000 tested, 1.3% active; inhibition, % at 7.5 µM; AID 1662, 2009; 6 h;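 active = mean replicate score, as percent of positive control median, at least 50; inconclusive = mean below 50 but one replicate at or above 50; inactive = mean and every replicate below 50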;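 note: strain carries kanamycin resistance gene driven by streptokinase promoter and grows in 40 µg/ml kanamycin; loss of luminescence reflects streptokinase promoter inhibition or plain growth inhibition; 0% = median of DMSO wells and 100% = positive control at its reference dose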
TRPC4 potent = positive allosteric modulators of TRPC4, primary screen, cell-based, mouse TRPC4beta, HEK293 mu-opioid, Fluo-4 calcium | Short transient receptor potential channel 4 (Mus musculus), Q9QUQ5 | 310,000 tested, 0.42% active | B-score at 10 µM | DAMGO EC20, Fluo-4 Ca2+ flux; hits give high values;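 active = B-score of calcium response area above 5 SD of library B-scores, with initial fluorescence ratio within 5 SD of library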;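 note: B-score of integrated fluorescence ratio over time as area under calcium response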
HIF activator = HIF pathway transcriptional activators, primary screen, cell-based, U2OS HRE-luciferase, luminescence. U2OS HRE-luciferase reporter; normalized: DMSO 0%, desferrioxamine 100%. activation, % at 7.5 µM (by protocol). 300,000 tested, 0.32% active;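 active = mean activation of at least 10% of the iron chelator positive control signal, with at least half of replicates also reaching 10%; inconclusive = mean and replicate majority disagree about reaching 10%; inactive = mean and most replicates under 10%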
MrgX1 antagonist = antagonists of human MrgX1 receptor, primary screen, HEK293 cells, Fluo-4 calcium flux. AID 588676, 2011. B-score at 10 µM. BAM8-22 antagonism; hits give low values. 310,000 tested, 1.3% active. Mas-related G-protein coupled receptor member X1 (Homo sapiens), Q96LB2;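 active = calcium-response B-score plate-corrected more than 3 library SD below zero, starting fluorescence within 5 deviations, no agonist response on first addition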;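 note: peak minus trough fluorescence over baseline after final BAM8-22 challenge near maximal dose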
TRPC4 agonist = activators of mouse TRPC4 channel, primary screen, Fluo4 calcium, HEK293 TRPC4beta/mu-opioid cells; AID 2237, 2010; Fluo4 calcium fluorescence; hits give high values; B-score at 10 µM; Short transient receptor potential channel 4 (Mus musculus), Q9QUQ5; 310,000 tested, 0.49% active;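 active = B-score above 5 SD of library B-scores, and initial fluorescence ratio not above library mean plus 5 SD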;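 note: positive B-score marks a calcium rise read as TRPC4 activation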
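Material: TRPC4beta and mu-opioid receptor HEK293 stable cells | Incubation: 45 min room-temperature Fluo4 loading, 110 s read | Detection: Kinetic Fluo4 calcium fluorescence | Measure: Integrated baseline-normalised fluorescence ratio, converted to per-well B score | Benchmarks: Low control buffer alone, high control maximal DAMGO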
IEC-6 tox = cytotoxicity in IEC-6 intestinal epithelial cells, primary screen, cytotoxicity control for KLF5 inhibitor project, cell-based, luminescence | IEC-6 cytotoxicity, luminescence viability | inhibition, % at 5 µM | 290,000 tested, 0.78% active; in the data active = inhibition above about 22%;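 note: 0% = plate median of test compound wells and 100% = cytotoxic reference compound wells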
Active calls of the source: *; i = inactive; ? = inconclusive; nt = no result given.

Every second line gives: aSyn UTR inh	TRPC6 inhibitor	KLF5 inh	TRPC4 inh	TRPC6 act	SKKanGAS inh	TRPC4 potent	HIF activator	MrgX1 antagonist	TRPC4 agonist	IEC-6 tox
CN(C)CCCN(C(=O)c1ccc2c(c1)OCCO2)c1nc2ccc(Cl)cc2s1
→ -133	i	-25	i	i	1	i	2.8	i	i	0
Cn1c(O)c(N=NC(=N)N)c2ccccc21
→ 14	i	-7	i	i	-4	i	-0.1	i	i	2
CCc1nonc1NC(=O)COc1cc(C)c(Cl)c(C)c1
→ 0	i	-23	i	i	-1	i	0.1	i	i	5
C=CCC1CCC/C(=N\NS(=O)(=O)c2ccc(C)cc2)C1 (stereo not drawn)
→ 0	i	-22	i	i	-1	i	-0.3	i	i	-2
CN(C(=O)c1cc2c(=O)n3ccccc3nc2n1C)C1CCCCC1
→ -90	i	-158	i	i	1	i	1.7	i	i	-1
CC(=O)C1=C(C)NC(=O)NC1c1ccc(OC2CCCC2)cc1 (stereo not drawn)
→ 14	i	-18	i	i	-4	i	-0.2	i	i	0
N#Cc1c(N)n[nH]c1CCCN
→ 18	i	-15	i	i	1	i	-0.4	i	i	-3
O=C(Nc1ccc(Cl)cc1C(F)(F)F)c1ccc(Cl)cc1
→ -104	i	-13	i	i	1	i	-2.1	i	i	-4
O=C(O)CSc1cccnc1Sc1ccc(Cl)cc1
→ 9	i	nt	i	i	-1	i	1.4	i	i	nt
Cc1nc(NC(=O)CSc2nnc(-c3ccc4c(c3)OCO4)o2)c(Cl)cc1Cl
→ -35	i	-22	i	i	2	i	1.0	i	i	-3
Cc1cc(C)nc(SCNC(=O)c2ccc(Cl)cc2)n1
→ 0	i	-8	i	i	10	i	-0.2	i	i	-2
O=C(O)C1CCC(CN(Cc2cccc(Br)c2)C(=S)Nc2ccccc2F)CC1 (stereo not drawn)
→ -11	i	-24	i	i	-10	i	-0.6	i	i	1
CC(C)NC(=O)NC(=O)COc1c(F)c(F)cc(F)c1F
→ -25	i	9	i	i	-14	i	0.2	i	i	8
FC(F)(F)c1ccc(Oc2ccc3c(C(F)(F)F)cc(C(F)(F)F)nc3n2)cc1
→ -9	i	-13	i	i	10	i	-0.1	i	i	3
Cc1ccc(OCC(=O)NC2CCSc3ccccc32)cc1 (stereo not drawn)
→ -18	i	nt	i	i	9	i	0.9	i	i	nt
COc1cccc(CNS(=O)(=O)c2cc(Br)cc3c2N(C(C)=O)C(C)C3)c1 (stereo not drawn)
→ -16	i	-1	i	i	13	i	0.0	i	i	4
Cc1nc(N2CCN(c3ccccc3)CC2)nc2c1C(=O)CC(c1ccccc1)C2 (stereo not drawn)
→ 7	i	-11	i	i	11	i	0.3	i	i	6
CCCCCCOC(=O)C[N+](C)(C)CCOC1CC2CCC1(C)C2(C)C (stereo not drawn)
→ 5	i	-20	i	i	19	i	-0.3	i	i	-5
C=C1CCN([C@@H](CC(C)C)C(=O)O)S(=O)(=O)c2ccccc21
→ 13	i	nt	i	i	2	i	0.8	i	i	nt
COc1cccc(/C=N/Nc2nc(N3CCCC3)nc(N3CCCC3)n2)c1O
→ -1	i	-8	i	i	1	i	0.1	i	i	-8

Every second line gives: aSyn UTR inh	TRPC6 inhibitor	KLF5 inh	TRPC4 inh	TRPC6 act	SKKanGAS inh	TRPC4 potent	HIF activator	MrgX1 antagonist	TRPC4 agonist	IEC-6 tox
O=C(c1ccco1)N1CCCSC1=Nc1ccccc1
→ -4	i	-36	i	i	-5	i	0.1	i	i	-1
COc1ccc(C)cc1S(=O)(=O)Nc1ccc(F)c(Cl)c1
→ 18	i	-16	i	i	19	10*	-0.3	i	i	2
CN(Cc1ccccc1)C(=O)c1ccc2c(c1)OCCO2
→ -1	i	-16	i	i	-2	i	0.3	i	i	0
Cc1cc(NS(=O)(=O)c2ccc(NC(=O)/C=C/c3ccccc3)cc2)no1
→ 8	i	-12	i	i	5	i	0.0	i	i	3
CCCOc1ccc(S(=O)(=O)N2CCCC2)cc1[N+](=O)[O-]
→ -3	i	-11	i	i	-1	i	-0.5	i	i	6
C=CCOc1ccn(C)c(=O)n1
→ 0	i	-11	i	i	-1	i	-0.7	i	i	5
Cc1ccc(CN2C(=O)c3ccccc3NC2c2cc(Br)ccc2O)cc1 (stereo not drawn)
→ 28	i	-22	i	i	104*	i	1.2	i	i	2
Cn1c(-c2ccc(F)cc2)cnc1NCc1cccc([N+](=O)[O-])c1
→ 25	i	-25	i	i	-2	i	-0.7	i	i	-11
C=CCc1c(OC)ccc2c1c(S(=O)(=O)c1ccc(C)cc1)cn2COC
→ 21	i	-23	i	i	0	i	0.7	i	i	1
Oc1ccccc1C=Nc1cccc2ccccc12
→ 5	i	-16	i	i	8	i	-2.0	i	i	16
CCOc1ccc2[nH]c(=O)c(CN(Cc3ccccc3)C(=O)N3CCCC3)cc2c1
→ -5	i	-15	i	i	-1	i	-0.4	i	i	1
Cc1nnc(N2CCCC(C(=O)NCc3ccc(OC(C)C)cc3)C2)c2nn(-c3ccccc3)c(C)c12 (stereo not drawn)
→ -30	i	-71	i	i	3	i	0.7	i	i	7
Cc1cc(C)c2nc(N3C(=O)C(O)=C(C(=O)c4ccco4)C3c3ccco3)sc2c1 (stereo not drawn)
→ -15	i	-43	i	i	78*	i	2.1	i	i	-11
CCc1nnc(NC(=O)C2COc3ccccc3O2)s1 (stereo not drawn)
→ -53	i	-118	i	i	2	i	0.5	i	i	-6
CCN(CC)C(=O)CN1CCN(c2ccccc2F)CC1
→ 25	i	3	i	i	-2	i	0.4	i	i	-11
CCCCN(C(=O)C1=COCCO1)c1c(N)n(CCC)c(=O)[nH]c1=O
→ 9	i	nt	i	i	-16	i	-0.4	i	i	nt
C=CCn1c(N)c(C(=O)Nc2ccccc2)c2nc3ccccc3nc21
→ ?	i	-20	i	i	16	i	-0.7	i	i	5
Cc1c(NC(=O)CCCN2C(=O)c3cccc4cccc(c34)C2=O)c(=O)n(-c2ccccc2)n1C
→ 21	i	-42	i	i	4	i	-0.5	i	i	7
COC(=O)c1ccc(-c2ccc(CNCC(O)c3ccccc3)o2)cc1 (stereo not drawn)
→ 1	i	-16	i	i	-8	i	-0.1	i	i	1
COc1cccc(NC(=S)N(CCc2c(C)[nH]c3ccccc23)Cc2ccco2)c1
→ -13	i	3	i	i	19	i	0.6	i	i	-4

Every second line gives: aSyn UTR inh	TRPC6 inhibitor	KLF5 inh	TRPC4 inh	TRPC6 act	SKKanGAS inh	TRPC4 potent	HIF activator	MrgX1 antagonist	TRPC4 agonist	IEC-6 tox
COc1cc(/C=N/NC(=O)c2cc(-c3ccco3)nc3ccccc23)cc(OC)c1O
→ -1	i	-22	i	i	14	i	0.0	i	i	-2
COC(=O)c1cc(=O)n(CCc2ccccc2F)c(=Nc2ccc(F)c(Cl)c2)s1
→ -47	i	-19	i	i	-3	i	-0.1	i	i	-4
COc1ccc2[nH]c(=O)c(CN(CCc3ccccc3)Cc3nnnn3CC3CCCO3)cc2c1 (stereo not drawn)
→ 18	i	-11	i	i	5	i	-3.1	i	i	0
Cc1ccc(NC(=O)C(c2ccccc2)N(C)C)cc1Cl (stereo not drawn)
→ -33	i	-33	i	i	-6	i	0.7	i	i	0
CC1CCCN(C(=O)CNS(=O)(=O)c2cccs2)C1 (stereo not drawn)
→ -9	i	-16	i	i	12	i	-0.1	i	i	0
COc1ccc(NC(=O)c2cc(S(=O)(=O)N3CCOCC3)cs2)cc1
→ -14	i	-12	i	i	4	i	-0.4	i	i	5
COc1ccc(-c2ccnc(SCC(=O)N3CCOCC3)n2)cc1
→ -24	i	5	i	i	6	i	-0.1	i	i	-2
CC(C)c1ccc(N(CC(=O)NCC2CCCO2)C(=O)Cn2nnc(-c3cccs3)n2)cc1 (stereo not drawn)
→ 21	i	-5	i	i	-2	i	-0.3	i	i	0
COCC(C)NC(=O)c1cccc(Cl)c1 (stereo not drawn)
→ -10	i	-5	i	i	-3	i	-3.1	i	i	-3
COc1ccc(NC(=O)/C(Cl)=C(/Cl)S(=O)Cc2ccc(C)cc2)cn1 (stereo not drawn)
→ 106*	i	89*	i	i	39	i	-4.7	i	i	100*
CCN(CC)S(=O)(=O)c1ccc(C(=O)NCCSc2c[nH]c3ccccc23)cc1
→ -22	i	11	i	i	-5	i	-0.1	i	i	4
CCOC(=O)N1CCC(N2CCCC(C(=O)c3ccc4cc(OC)ccc4c3)C2)CC1 (stereo not drawn)
→ -12	i	-30	i	i	nt	i	-0.4	i	i	2
Cn1cc(CN2CCN(c3ccccc3)CC2)c2ccccc21
→ -3	-5.5*	-4	i	i	5	i	0.0	i	i	2
Cc1cc(-c2ccccc2)nc2cc(C(=O)OC(C)C)nn12
→ 14	i	-15	i	i	-5	i	-0.4	i	i	0
O=C(c1ccc(S(=O)(=O)Nc2ccccc2F)cc1)N1CCCCCC1
→ 1	i	nt	i	i	-7	i	1.0	i	i	nt
COc1ccc(CC(=O)Nc2ccc(-c3csc(C)n3)cc2)cc1
→ -24	i	-35	i	i	-2	i	-0.2	i	i	2
Cc1cc(=O)oc2c(C)c(OCC(=O)NCCCN3CCCC3=O)ccc12
→ -24	-5.2*	-23	i	i	-1	i	0.5	i	i	-4

From PubChem
